LGR2 inh = inhibitors of bursicon-induced LGR2 CRE-luciferase signal, primary screen, cell-based, HEK293, CRE-luciferase reporter, bursicon stimulation | actives 0.35% (n = 380,000) | Drosophila bursicon receptor LGR2 (rickets) | inhibition, % at 9.99 µM | bursicon-stimulated, 4 h;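 active = drop in luminescence signal, shown as inhibition above about 50% in the replicate tests, limit read from the data, passing the limit was not always enough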;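 note: agonist challenge used bursicon conditioned medium at about half maximal strength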
ERAP1 inh = human ERAP1 aminopeptidase inhibitors, primary screen, biochemical, single point, plate reader; Endoplasmic reticulum aminopeptidase 1 (Homo sapiens), Q9NZ08; actives 0.15% (n = 340,000); inhibition, % at 10.7 µM; recombinant ERAP1, Leu-AMC fluorescence, 60 min;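 active = mean replicate inhibition of at least 30%, or all replicates individually reaching that 30% level; inactive = mean below 30% and not every replicate reaching it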;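 note: 0% = neutral control wells and 100% = L-leucinethiol positive control wells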
Target sequence (Q9NZ08 whole entry, looked up): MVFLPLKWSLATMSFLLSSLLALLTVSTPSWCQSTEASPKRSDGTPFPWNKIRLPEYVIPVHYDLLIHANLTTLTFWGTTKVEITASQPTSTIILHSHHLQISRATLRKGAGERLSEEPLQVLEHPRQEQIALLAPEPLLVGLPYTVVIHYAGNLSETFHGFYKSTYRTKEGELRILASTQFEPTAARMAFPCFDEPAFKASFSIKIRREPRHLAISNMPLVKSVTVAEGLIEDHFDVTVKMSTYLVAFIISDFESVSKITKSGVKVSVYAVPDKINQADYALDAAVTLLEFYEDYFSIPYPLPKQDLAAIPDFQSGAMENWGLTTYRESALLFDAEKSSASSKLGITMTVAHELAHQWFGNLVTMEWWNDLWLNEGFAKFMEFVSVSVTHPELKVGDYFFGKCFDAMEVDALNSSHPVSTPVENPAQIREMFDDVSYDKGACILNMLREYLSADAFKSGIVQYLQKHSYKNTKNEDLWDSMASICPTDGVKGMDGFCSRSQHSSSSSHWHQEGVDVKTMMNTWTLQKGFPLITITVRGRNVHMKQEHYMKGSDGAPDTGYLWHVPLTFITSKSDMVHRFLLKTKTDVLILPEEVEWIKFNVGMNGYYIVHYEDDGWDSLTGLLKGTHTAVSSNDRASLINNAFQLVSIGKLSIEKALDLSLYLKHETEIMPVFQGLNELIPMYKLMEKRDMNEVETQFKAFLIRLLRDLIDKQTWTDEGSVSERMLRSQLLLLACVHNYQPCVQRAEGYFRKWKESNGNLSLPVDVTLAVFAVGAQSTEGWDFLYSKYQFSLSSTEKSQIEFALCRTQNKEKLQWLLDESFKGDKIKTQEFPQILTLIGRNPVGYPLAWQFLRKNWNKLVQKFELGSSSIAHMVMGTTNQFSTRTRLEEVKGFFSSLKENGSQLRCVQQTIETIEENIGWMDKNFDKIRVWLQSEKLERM
S100A4 inh HTS = inhibitors of S100A4-myosin IIA peptide binding, primary screen, biochemical, fluorescence polarization, TAMRA-MyoIIA peptide; Protein S100-A4 (Homo sapiens), P26447; actives 0.14% (n = 360,000); inhibition, % at 10.7 µM; AID 652163, 2013;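 active = mean inhibition of at least 70% across replicates, with every replicate also reaching that level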
Target sequence (P26447 whole entry, looked up): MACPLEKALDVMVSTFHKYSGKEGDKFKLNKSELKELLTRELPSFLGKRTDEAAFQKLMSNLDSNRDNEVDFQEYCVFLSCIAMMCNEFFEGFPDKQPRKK
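Test system: S100A4 monomer protein. Medium: HEPES buffer with Ca2+, pH 7.2. Reagent: fluorescent myosin IIA peptide, 5 nM. Compound dosing: single-point compound testing. Timing: 5 min between mix addition and reading. Benchmarks: DMSO neutral and TFP positive wells.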
PAX8 reporter = inhibitors of PAX8-driven TPO luciferase reporter, primary screen, RMG-I cells, single concentration | SteadyGlo, 24 h | inhibition, % at 12.6 µM | actives 1.2% (n = 360,000);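 active = mean replicate inhibition at least 60% with every replicate also reaching 60%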;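 note: luciferase light reporting Pax8 driven TPO promoter activity; plate controls were median of neutral control wells for no effect and mitoxantrone controls for full effect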
EWS-Fli block = EWS/Fli-driven NR0B1 reporter inhibitors, primary screen, A673 cells, NR0B1 luciferase, luminescence, MLPCN library; AID 651661, 2012; viability-normalised; inhibition, % at 12.6 µM; actives 0.67% (n = 350,000);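 active = mean inhibition of at least 50% after viability correction, with every replicate also passing that limit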;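 note: firefly luciferase signal divided by Alamar Blue viability fluorescence both relative to DMSO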
PglD DTNB = C. jejuni PglD acetyltransferase inhibitors, primary screen, biochemical, DTNB colorimetric, single point; actives 0.098% (n = 360,000); AID 602405, 2012; inhibition, % at 12.5 µM; purified PglD enzyme, DTNB colorimetric CoA detection; UDP-N-acetylbacillosamine N-acetyltransferase PglD (Campylobacter jejuni); in the data active = inhibition above about 16%, passing the limit was not always enough; note: strong numbers were not always called active
PGC1a acetyl inh = inhibitors of PGC1a acetylation signal, primary screen, cell-based, U2OS, AlphaScreen, inhibitor mode | actives 0.17% (n = 350,000) | inhibition, % at 15.6 µM | AlphaScreen anti-acetyl-lysine; with virally co-expressed GCN5 acetyltransferase;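 active = every replicate shows inhibition of at least 40%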;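 note: 0% = neutral control wells and 100% = positive control wells; some results beyond the cut were filed as inactive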
FN deposit inh = inhibitors of fibronectin matrix deposition, primary screen, AH1F cells, Alexa488-fibronectin fluorescence, plate reader; actives 0.086% (n = 350,000); AID 743247, 2014; inhibition, % at 12.6 µM; AH1F fibroblasts, overnight;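 active = mean inhibition across replicates of 30% or more, regardless of how many single replicates reach that level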;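 note: positive control wells lacked labelled fibronectin entirely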
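Test system: AH1F fibroblast monolayer depositing Alexa488-labelled fibronectin into matrix. Input: 10000 cells per well. Technique: fluorescence, ex 485 nm, em 525 nm. Buffer or medium: DMEM plus 2% serum, read in PBS. Timing: 1 h cell adhesion before compound, then overnight fibronectin incubation. Compound: single dose, pinned. Read-out basis: inhibition from reduced deposited-fibronectin fluorescence.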
* = called active by the depositor; . = not tested or not shown.

SMILES	LGR2 inh	ERAP1 inh	S100A4 inh HTS	PAX8 reporter	EWS-Fli block	PglD DTNB	PGC1a acetyl inh	FN deposit inh
CCC(c1nnc(SCC(=O)Nc2cc(C)on2)o1)N(C)C (stereo unspecified)	.	2	-1	-4	6	3	-1	-4
CCC(=O)Nc1nc2ccc3nc(C)sc3c2s1	-94	.	6	-70	-47	1	1	-5
COc1ccc2c3c(n(C)c2c1)[C@@H](CO)N(C(=O)C1CCCCC1)CC31CCN(C(=O)c2ccncc2)CC1	-3	-2	1	.	5	.	-3	.
CC(=O)Nc1ccc(NC(=O)[C@@H](NC(=O)c2ccccc2F)C(C)C)cc1	-14	-1	-5	2	-3	11	-6	0
CCCN1CCC(NC(=O)CC2C(=O)NCCN2Cc2ccccc2C)CC1 (stereo unspecified)	13	0	2	2	3	4	4	.
Cc1ccccc1Nc1c(-c2ccncc2)nc2ccc(Cl)cn12	32	-1	5	8	14	.	.	3
CC(C)(C)c1cc(NS(=O)(=O)c2ccc(Br)s2)no1	6	0	-2	-4	4	0	.	-4
Cc1cc(N(C)C)nc(Nc2ccccc2)n1	-10	-7	-7	-61	-41	3	13	-10
O=C(NC1Cc2ccccc2C1)[C@@H]1N[C@@H]2c3cccc(=O)n3C[C@@H]2[C@H]1CO	-2	-4	-9	2	0	1	.	-6
C[C@@H]1CN([C@@H](C)CO)C(=O)c2cc(NC(=O)Nc3ccc(F)cc3)ccc2O[C@@H](C)CCCCO[C@@H]1CN(C)C	-12	.	.	-7	0	.	0	.
C[C@@H]1CN([C@H](C)CO)C(=O)Cc2cc(NC(=O)Cn3cnnn3)ccc2O[C@@H]1CN(C)Cc1ccc(-c2ccccc2)cc1	-6	-3	1	3	-5	-1	-2	.
COCCn1c(-c2cccs2)csc1=Nc1cccnc1	1	.	3	0	16	.	4	2
Cc1cc(NC(=O)CSCC(=O)Nc2ccccc2OC(F)F)no1	5	-3	8	5	0	.	8	7
O=C1CN(c2nc3nonc3nc2N2CCCCC2)CCN1	8	7	2	11	0	.	12	-10
COc1ccc(NC(=O)CSc2nnc3ccc(-c4ccncc4)nn23)cc1OC	10	0	-1	29	9	5	7	19
O=S(=O)(NC(=NC1CCCCC1)c1ccccc1)c1ccc(F)cc1	5	-1	0	.	.	-5	1	-12
CN(C)S(=O)(=O)c1cccc(NC(=S)N/N=C/C(c2ccccc2)c2ccccc2)c1	-3	.	.	-7	.	4	17	6
O=C(c1cc(F)ccc1F)C1CCCN(C(=O)CCCN2CCCCC2=O)C1 (stereo unspecified)	8	-1	10	4	3	.	.	-14
O=C(Nc1ccc(F)cc1)Nc1ccc2c(c1)[C@@H]1C[C@@H](CC(=O)N3CCOCC3)O[C@@H](CO)[C@@H]1O2	-24	0	-1	2	0	4	0	3
Cc1ccc2nc(CSc3nnc(Cc4cccs4)n3C3CCCCC3)cc(=O)n2c1	.	.	.	9	.	3	3	12
COc1ccccc1NS(=O)(=O)c1cccc(C(=O)NNC(=O)c2ccc(O)c(Cl)c2)c1	-8	-10	-6	-1	-18	.	.	7
O=C(O)CC(NC(=O)CCC1CCCCC1)c1cc([N+](=O)[O-])ccc1Cl (stereo unspecified)	12	0	0	5	-8	-5	8	4
Cc1cc(OCC(=O)OCC(=O)N2CCc3ccccc32)ccc1Cl	3	0	-11	11	-5	-3	-8	-10
COc1cc(OC)cc(C(=O)Nc2cccc(NC(=O)c3ccccc3)c2)c1	-9	-3	-2	-1	2	.	.	0
O=C(Cc1cccs1)N1CCN(S(=O)(=O)c2ccc(F)c(F)c2)CC1	.	-2	-4	8	3	1	.	1
C[C@H]1CN([C@@H](C)CO)S(=O)(=O)c2ccc(-c3ccncc3)cc2O[C@H]1CN(C)Cc1ccncc1	-13	.	.	.	1	.	19	1
Nc1nc2ncc(CNc3ccc(C(=O)N[C@@H](CCC(=O)O)C(=O)O)cc3)nc2c(=O)[nH]1	.	4	4	.	0	8	1	.
O=C(C[C@H]1C=C[C@H](NC(=O)Nc2ccc(F)cc2)[C@@H](CO)O1)NCc1cccc(F)c1	9	1	-6	.	-1	3	1	-4
CCCCNc1ncnc2c1cnn2-c1ccc(C)cc1C	-19	-2	0	-16	-14	.	9	-7
CN(C)C(=O)c1cccc(-c2ccc3c(c2)[C@H]2[C@H](CCN2S(=O)(=O)c2cn(C)cn2)[C@H](CO)N3)c1	-7	-3	-10	-3	-13	2	2	-2
CC(C)CC#Cc1ccc2c(c1)O[C@@H](CN(C)C(=O)NC1CCCC1)[C@H](C)CN([C@@H](C)CO)S2(=O)=O	25	0	-3	.	22	-1	-2	-8
CCCCCCCN(c1ccccc1)C1C[C@H]2CCCC(=O)N3CC[C@@H](C1)[C@@H]23 (stereo partly specified)	16	1	-10	-20	16	.	.	-2
O=C(CCCOc1ccc(Cl)cc1Cl)n1nnc2ccccc21	-6	-1	-5	.	-4	-3	4	.
O=[N+]([O-])c1ccc(Cl)cc1NCCCN1CCOCC1	-21	1	1	-7	-16	.	.	6
CCC1=C(OC(=O)N(CC)CC)N2C(=O)OC(=NCCc3c[nH]c4ccccc34)[C@]2(Cc2ccccc2)[C@H]2C1=CC[C@H]1C(=O)N(c3ccccc3)C(=O)[C@H]12	6	.	.	6	15	1	.	-11
CC(=O)N1CCc2cc(S(=O)(=O)Nc3ccc(C)cc3)ccc21	-7	-1	-4	4	17	-3	-8	-5
CC1CC(C)CN(C(=O)C(C)N2CCN(S(=O)(=O)c3ccccc3F)CC2)C1 (stereo unspecified)	13	2	3	-7	0	.	15	7
O=C(CSc1nncs1)Nc1ccc2c(c1)OCO2	-28	-1	2	-32	-13	.	.	.
CC(=O)N(C)C[C@H]1Oc2ncc(C#C[C@@H](C)O)cc2C(=O)N([C@@H](C)CO)C[C@@H]1C	4	-4	10	.	-1	1	2	-4
O=C(Nc1ccc(F)cc1)N1CCCC(c2nc3c(nnn3Cc3ccccc3Cl)c(=O)[nH]2)C1 (stereo unspecified)	.	3	-5	13	12	.	-15	2
C[C@@H]1CCCCO[C@@H](CN(C)Cc2ccncc2)[C@H](C)CN([C@@H](C)CO)C(=O)c2cc(NC(=O)CCCN(C)C)ccc2O1	-2	2	4	-9	-3	-1	12	.
COCC(=O)N(C)C[C@@H]1[C@@H](c2ccc(-c3ccccc3)cc2)[C@H](CO)N1C(C)=O	-24	3	0	-13	3	0	6	18
C[C@@H]1CN([C@@H](C)CO)C(=O)c2cc(NS(=O)(=O)c3ccccc3)ccc2O[C@@H](C)CCCCO[C@@H]1CN(C)Cc1ccncc1	1	-5	7	-11	-6	6	-13	-6
Cc1ccccc1NS(=O)(=O)c1ccc(C(=O)NN2CCCCC2)cc1	-7	1	0	-3	.	-4	.	13
C[C@@H]1CN([C@@H](C)CO)C(=O)c2cccc(NC(=O)Nc3ccccc3)c2O[C@@H]1CN(C)Cc1ccc(Oc2ccccc2)cc1	.	-1	-45	-6	-20	-2	11	.
COc1ccc(-c2ccc3c(c2)O[C@@H](CN(C)C(=O)Nc2ccccc2F)[C@H](C)CN([C@@H](C)CO)S3(=O)=O)cc1	-10	0	-1	.	22	-1	-3	6
Cc1nnc2n1N=CC=C(c1ccccc1)S2	4	0	-4	22	.	-5	.	-10
Cc1cccc(C)c1NC(=O)C(c1ccccc1)N1CCN(c2ccc(F)cc2)CC1 (stereo unspecified)	-5	2	-2	4	12	-5	7	-2
COc1ccc(-c2nn(-c3ccccc3)cc2/C=C2/SC(=S)N(CCC(=O)O)C2=O)cc1	-21	-3	9	2	2	-19	-1	4
CS(=O)(=O)Nc1ccc2c(c1)[C@@H]1C[C@H](CC(=O)NCc3ccc(-c4ccccc4)cc3)O[C@@H](CO)[C@@H]1O2	14	.	.	26	26	0	-9	6
COC(=O)CC1C(=O)NCCN1C(=O)c1oc2c(C)c(C)ccc2c1C (stereo unspecified)	0	2	-4	-11	-9	.	.	.
Cc1ccccc1CN1C(=O)[C@@H]2Cc3c([nH]c4ccccc34)C(C)(C)N2C1=O	5	2	-9	16	12	-5	.	11
Cc1cc(S(=O)(=O)N2CCCCC2)ccc1OCC(=O)N1CCOCC1	11	1	2	8	7	0	-2	.
COc1cccc(CN2CCN(Cc3c(C)nn(C(C)C)c3C)CC2CCO)c1 (stereo unspecified)	-2	-7	-1	-3	-1	3	.	5
C[C@H](CO)N1C[C@H](C)[C@@H](CN(C)C)Oc2cc(C#Cc3ccccc3)ccc2S1(=O)=O	4	-4	-9	.	-2	7	-28	.
CC(C)NC(=O)N(C)C[C@@H]1Oc2ccc(N(C)C)cc2C(=O)N([C@@H](C)CO)C[C@@H]1C	21	1	27	-9	4	2	9	3
Cc1ccc(Nc2nc3ccccc3s2)cc1	.	-2	0	-206	-39	.	.	-2
COc1cc2[nH]c(=S)nc(NCCc3ccc(C)cc3)c2cc1OC	-7	0	2	4	22	.	.	23
CN(Cc1ccccc1)C(=O)COC(=O)c1cc(Cl)nc(Cl)c1	-8	-7	-3	-17	-2	.	.	2
CC(=O)N[C@@H](Cc1c[nH]c2ccccc12)C(=O)NCc1ccccc1	8	-6	-1	-1	5	3	11	5

More entries:
SMILES	LGR2 inh	ERAP1 inh	S100A4 inh HTS	PAX8 reporter	EWS-Fli block	PglD DTNB	PGC1a acetyl inh	FN deposit inh
COc1ccc(/C=N/Nc2ccc(C(=O)O)cc2)c(OC)c1OC	-31	-50	-3	-89	-74	-11	10	-4
CCCCNC(=O)c1onc(CS(=O)(=O)c2ccccn2)c1C(=O)NCCCC	-11	-3	2	-2	3	3	-4	-6
CCCCNC(=O)C[C@@H]1C[C@@]2(C(=O)OCC)CCC=C2N(Cc2cccc3ccccc23)C1=O	-4	2	5	-6	4	.	.	-11
COc1ccccc1N1CCN(C(=O)CCC(=O)N2CCN(c3ccc(F)cc3)CC2)CC1	.	0	2	4	8	2	6	2
Cc1c(C(=O)Oc2ccc(Cl)cc2)n(C)oc1=O	6	0	-5	24	1	.	2	3
Cc1ccc(CNC(=O)CCc2cn(C)c3ccccc23)cc1	0	3	-4	1	3	1	-8	-12
CCNC(=S)Nc1cc(C)ccn1	-2	.	.	-9	-27	.	.	-1
COc1ccc(C2c3[nH]c4ccccc4c3CCN2C(=O)c2cc3ncccn3n2)c(F)c1 (stereo unspecified)	15	-1	1	25	16	2	-41	1
Cc1cc2nc(C)n(CCCNC(=O)Nc3ccccc3)c2cc1C	.	.	.	15	.	0	-6	0

Quoted at random: four compounds from above
SMILES	LGR2 inh	ERAP1 inh	S100A4 inh HTS	PAX8 reporter	EWS-Fli block	PglD DTNB	PGC1a acetyl inh	FN deposit inh
CCCCNC(=O)c1onc(CS(=O)(=O)c2ccccn2)c1C(=O)NCCCC	-11	-3	2	-2	3	3	-4	-6
Cc1cc2nc(C)n(CCCNC(=O)Nc3ccccc3)c2cc1C	.	.	.	15	.	0	-6	0
COc1ccc(C2c3[nH]c4ccccc4c3CCN2C(=O)c2cc3ncccn3n2)c(F)c1 (stereo unspecified)	15	-1	1	25	16	2	-41	1
CCNC(=S)Nc1cc(C)ccn1	-2	.	.	-9	-27	.	.	-1

Screening results: PubChem, Broad Institute
